DRD3 antagonist: blocks the human D3 dopamine receptor | P35462 | D3R cells, DiscoveRx beta-arrestin luminescence, antagonist mode; hits give low values | max response, negative = inhibition, % | 2.5% of 360,000 active; in the data active = max response below about -50%; inconclusive = no clear call, values can overlap the other calls; note: % is set by controls: 0 for no effect and ±100 for the full control effect; mostly tested at two doses, the higher about 12 µM
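Cells expressing the human receptor were seeded at 1500 cells/well, incubated overnight at 37 degrees C in 5% CO2, then exposed to library compounds with dopamine controls for 90 minutes at 37 degrees C before luminescent detection.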
IL-2 act: activators of IL-2. activation, % (series mostly up to about 46 µM). AID 652025. 0.065% of 360,000 active. IL-2 activation reporter assay, cell-based qHTS; stimulated with anti-CD3/CD4/CD28 beads; in transgenic mouse T cells; in the data active = activation above about 50%; inconclusive = mostly about 30% to 49%; note: 0% is about no effect
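Screening format: compound pinned onto unstimulated transgenic mouse T cells, 60 min incubation, then anti-CD3/anti-CD4/anti-CD28 bead stimulation for 18 hours at 37 degrees C, followed by EGFP and DsRed detection.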
PI5P4Ka inh: inhibitors of human PI5P4K alpha; max response, %; AID 652105; PI5P4Kalpha enzyme, ADP-Glo luminescence, 60 min; hits give low values; P48426; 1.2% of 330,000 active; active = max response of -50% or lower; inconclusive = between -30% and -50%; inactive = -30% or higher; note: value at the top dose of about 77 µM; % is set by controls: 0 for no effect and ±100 for the full control effect
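Quantitative HTS of the MLSMR library against PI5P4Kalpha with substrate. ATP added last at 5 microM final; room temperature, 60 minutes. Remaining ATP depleted, ADP converted and read as luminescence.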
D3 ag: activates the human D3 dopamine receptor; P35462; max activation, %; D3R DiscoveRx beta-arrestin cells, luminescence, 90 min; 0.58% of 410,000 active; AID 652048; in the data active = max activation above about 30%; note: 0% is about no effect; mostly tested at two doses, the higher about 12 µM
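Cells at 1500/well, incubated overnight, then treated with pinned compounds (dopamine as control) for 90 min at 37 degrees C. DiscoveRx reagent added for 30 - 60 minutes at room temperature; luminescence read.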
HEK293 tox: cytotoxicity in counter-screen for GLP-1R inverse agonists; HEK293 cAMP-luciferase reporter cells, luminescence, 24 h; Potency, µM (titrated, usually from 38.3 µM), inactives show top-dose activity change, negative = inhibition, usual class: inhibitors; 0.13% of 410,000 active; AID 624418;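 note: loss of luciferase light is scored as toxicity; potency is the fitted concentration of half-maximal effect; % is set by controls: 0 for no effect and ±100 for the full control effect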
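Seeding density was 200 cells/uL; after overnight-length (12 h) culture, 23 nL compounds went on for 24 h at 37 °C. Readout used a luciferase detection reagent, luminescence taken after 12 min at room temperature.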
GLP1R inv ag: inverse agonists of human GLP-1 receptor; HEK293 GLP-1R CRE-luciferase, luminescence, 24 h; GLP-1R form is constitutively active; Potency, µM (doses to about 38.3 µM), for inactives: at the top dose activity change, negative = inhibition, most hits filed as inhibitors; 1.6% of 410,000 active; AID 624417; P43220; note: potency is the fitted concentration of half-maximal effect; % is set by controls: 0 for no effect and ±100 for the full control effect; nearly all actives have a fitted effect of over 55% in size
Target sequence (P43220 whole entry, looked up): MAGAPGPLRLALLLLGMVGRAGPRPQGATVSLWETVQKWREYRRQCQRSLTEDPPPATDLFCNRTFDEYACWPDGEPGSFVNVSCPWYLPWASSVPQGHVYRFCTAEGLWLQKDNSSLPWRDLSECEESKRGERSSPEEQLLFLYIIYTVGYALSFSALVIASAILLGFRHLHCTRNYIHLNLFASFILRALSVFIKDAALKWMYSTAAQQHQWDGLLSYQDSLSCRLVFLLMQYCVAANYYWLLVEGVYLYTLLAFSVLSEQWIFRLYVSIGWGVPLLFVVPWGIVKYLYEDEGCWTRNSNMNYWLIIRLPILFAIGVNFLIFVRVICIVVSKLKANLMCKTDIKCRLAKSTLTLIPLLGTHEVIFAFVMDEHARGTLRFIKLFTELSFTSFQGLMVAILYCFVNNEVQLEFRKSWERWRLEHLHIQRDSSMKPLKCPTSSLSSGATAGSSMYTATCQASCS
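Using stably transfected HEK293 (constitutively active GLP-1R, cAMP-luciferase reporter), compounds were incubated 24 hr and luciferase measured by luminescence.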
GLP-1R agonist: GLP-1 receptor (human) agonism; HEK293 GLP-1R CRE-luciferase, luminescence, 4-6 h; cells express a hypersensitive GLP-1R form; Potency, µM (series often up to 45.6 µM), for inactives: at the top dose activation, actives largely listed as activators; 0.007% of 380,000 active; AID 624172; P43220; note: potency is the fitted concentration of half-maximal effect; % of control where 0% means no effect
WRN helicase inh: inhibitors of human WRN helicase; Q14191; WRN helicase unwinding, fluorescent forked duplex, kinetic; Potency, µM (highest dose often 114 µM), without a hit: top-dose activity change, negative = inhibition, hits mostly inhibitors; 0.46% of 360,000 active; note: potency is the fitted concentration of half-maximal effect; % is set by controls: 0 for no effect and ±100 for the full control effect; nearly all actives have a fitted effect of over 55% in size
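Primary qHTS, 1536-well format. 20 nM WRN + compound, 15 min RT; start with 100 nM forked fluorophore/quencher duplex, 2 mM ATP (final); kinetic read ex 525/em 598 nm.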
PLK1 PBD inh: blocks phosphopeptide binding to human PLK1 polo-box domain | Plk1 PBD binding of FITC phosphopeptide, fluorescence polarization | Potency, µM, for the others: max response, negative = inhibition, actives largely listed as inhibitors | 2.8% of 360,000 active; note: potency is the fitted concentration of half-maximal effect; series mostly up to about 57 µM; % is set by controls: 0 for no effect and ±100 for the full control effect; nearly all actives have a fitted effect of over 65% in size
Target sequence (P53350 whole entry, looked up, the tested form may be a part): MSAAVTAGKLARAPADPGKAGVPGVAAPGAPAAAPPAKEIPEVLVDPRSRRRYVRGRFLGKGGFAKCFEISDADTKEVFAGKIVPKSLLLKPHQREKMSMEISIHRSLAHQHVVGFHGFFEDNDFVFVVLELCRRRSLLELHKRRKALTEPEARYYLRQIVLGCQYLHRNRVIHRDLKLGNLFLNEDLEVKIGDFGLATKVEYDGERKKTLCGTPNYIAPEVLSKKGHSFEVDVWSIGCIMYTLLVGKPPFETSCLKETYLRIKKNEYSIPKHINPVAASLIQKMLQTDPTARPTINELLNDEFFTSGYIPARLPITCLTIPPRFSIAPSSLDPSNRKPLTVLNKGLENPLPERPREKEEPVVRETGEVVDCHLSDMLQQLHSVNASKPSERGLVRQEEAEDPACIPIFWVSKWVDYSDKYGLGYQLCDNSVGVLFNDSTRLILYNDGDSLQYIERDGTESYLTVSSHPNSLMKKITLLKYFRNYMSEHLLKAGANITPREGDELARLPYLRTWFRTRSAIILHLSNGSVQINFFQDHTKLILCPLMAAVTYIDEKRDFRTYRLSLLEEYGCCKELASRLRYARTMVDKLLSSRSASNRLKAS
Numbers without * were called inactive; [ ] = another dose, or the depositor's remark. Unless noted, calls come from the whole dose curve; as a rule, active = well fitted curve in the direction sought with a large enough effect; inconclusive = small, poorly fitted or top-dose-only effect, or another doubt; inactive = no such curve, though single readings can be large; an effect the other way counts as inactive or inconclusive.

For CCOc1ccc(-c2nnc3ccc(SCC(=O)Nc4nc5ccccc5s4)nn23)cc1 the results were DRD3 antagonist 3, IL-2 act -0.6, PI5P4Ka inh 3, D3 ag 1, HEK293 tox -3%, GLP1R inv ag 5%, GLP-1R agonist 5%, WRN helicase inh -3% and PLK1 PBD inh 0%.
For CC(C)(C)c1ccc(C(=O)NC(=S)N2CCCCCC2)cc1 the results were DRD3 antagonist -2, IL-2 act -2.7, PI5P4Ka inh -2, D3 ag -8, HEK293 tox inconclusive, GLP1R inv ag 7.1µM*, GLP-1R agonist 1%, WRN helicase inh 3% and PLK1 PBD inh -4%.
`N#C/C(=C\c1ccc(N2CCCC2)c([N+](=O)[O-])c1)c1nc2ccccc2[nH]1` gave DRD3 antagonist 15, IL-2 act 0.8, PI5P4Ka inh -1, D3 ag 1, HEK293 tox -6%, GLP1R inv ag 5%, GLP-1R agonist -7%, WRN helicase inh -5% and PLK1 PBD inh 0%.
For COc1ccc(C(=O)Nc2ccc(N3CCCCC3)cc2)cc1Br the results were DRD3 antagonist 1, IL-2 act 0.7, PI5P4Ka inh -1, D3 ag -3, HEK293 tox -7%, GLP1R inv ag 16%, GLP-1R agonist 0%, WRN helicase inh 5% and PLK1 PBD inh -1%.
For Cn1cnnc1SCC(=O)N1CCc2ccccc2C1 the results were DRD3 antagonist 10, IL-2 act -0.2, PI5P4Ka inh 3, D3 ag 6, HEK293 tox -26%, GLP1R inv ag 2%, GLP-1R agonist 0%, WRN helicase inh -3% and PLK1 PBD inh -24%.
`COc1cc(OC)cc(C(=O)N[C@H](C(=O)Nc2nc3ccccc3[nH]2)C(C)C)c1` gave DRD3 antagonist -28, IL-2 act -4.1, PI5P4Ka inh -2, D3 ag -20, HEK293 tox -68%, GLP1R inv ag inconclusive, GLP-1R agonist 2%, WRN helicase inh 0% and PLK1 PBD inh -4%.
COc1ccc(C)cc1NC(=O)c1cccc(-c2ccc(OC(C)=O)cc2)c1 was read as DRD3 antagonist -1, IL-2 act -4.4, PI5P4Ka inh -3, D3 ag -13, HEK293 tox 22%, GLP1R inv ag inconclusive, GLP-1R agonist 14%, WRN helicase inh -7% and PLK1 PBD inh -9%.
CCOc1ncccc1C(=O)OCC(=O)Nc1ccc(C)c(S(=O)(=O)N2CCOCC2)c1 was read as DRD3 antagonist 19, IL-2 act -0.2, PI5P4Ka inh 10, D3 ag 3, HEK293 tox -4%, GLP1R inv ag 41%[activator], GLP-1R agonist 21%, WRN helicase inh -1% and PLK1 PBD inh 5%.
For CC(=O)Nc1ccc(C#Cc2ccc(NC(C)=O)cc2)cc1 the results were DRD3 antagonist -19, IL-2 act -1.7, D3 ag -9, HEK293 tox 10%, GLP1R inv ag 6%, GLP-1R agonist 4%, WRN helicase inh -13% and PLK1 PBD inh -6%.
For CN(C)CCNC(=O)C(=O)NCC1OCCN1S(=O)(=O)c1ccc([N+](=O)[O-])cc1 (configuration not stated) the results were DRD3 antagonist -3, IL-2 act 0.4, PI5P4Ka inh 3, D3 ag -1, HEK293 tox 1%, GLP1R inv ag -5%, GLP-1R agonist -8%, WRN helicase inh -6% and PLK1 PBD inh 1%.
`CCCCC[C@H](O)/C=C/[C@@H]1[C@@H](CCCCCCC(=O)O)[C@@H](O)C[C@H]1O` gave DRD3 antagonist 41, IL-2 act -0.5, PI5P4Ka inh -3, D3 ag 3, HEK293 tox -11%, GLP1R inv ag 34%[activator], GLP-1R agonist 29%, WRN helicase inh 2% and PLK1 PBD inh -12%.
`CCNc1ccc(Br)cc(C(=O)/C=C/c2ccc(Cl)cc2)c1=O` gave DRD3 antagonist inconclusive, IL-2 act 1.9, PI5P4Ka inh inconclusive, D3 ag -22, HEK293 tox -13%, GLP1R inv ag 2.8µM*, GLP-1R agonist 0%, WRN helicase inh -15%[11.6 µM] and PLK1 PBD inh inconclusive.
Cc1ccc2[nH]c(=O)c(CN(CCCN(C)C)C(=O)Nc3cccc(Cl)c3)cc2c1 was read as DRD3 antagonist -17, IL-2 act 0.5, D3 ag -1, HEK293 tox 3%, GLP1R inv ag 0%, GLP-1R agonist -1%, WRN helicase inh 9% and PLK1 PBD inh -9%.
Screening COc1ccc(C(=O)COc2ccccc2N2C(=O)C3C4C=CC(C4)C3C2=O)cc1 (configuration not stated) returned DRD3 antagonist 5, IL-2 act 0.2, PI5P4Ka inh 4, D3 ag -6, HEK293 tox -15%, GLP1R inv ag 17%, GLP-1R agonist 4%, WRN helicase inh 1% and PLK1 PBD inh -16%.
`COC(=O)c1ccc(NC(=O)CN2CCOCC2)cc1` gave DRD3 antagonist -19, IL-2 act -0.9, D3 ag 20, HEK293 tox -2%, GLP1R inv ag 7%, GLP-1R agonist 9%, WRN helicase inh 3% and PLK1 PBD inh -2%.
CCOC(=O)c1ccc(NC(=O)NC2CC3CCC(C2)N3Cc2nnnn2C(C)(C)C)cc1 (configuration not stated) was read as DRD3 antagonist -1, IL-2 act 0.9, PI5P4Ka inh 2, D3 ag -6, HEK293 tox -10%, GLP1R inv ag 4%, GLP-1R agonist -3%, WRN helicase inh 0% and PLK1 PBD inh -4%.
Screening COc1ccc(C(=O)C[n+]2ccccc2/C=N/O)cc1 returned DRD3 antagonist 5, IL-2 act -1.6, PI5P4Ka inh 2, D3 ag -4, HEK293 tox 308%[activator], GLP1R inv ag 25%, GLP-1R agonist 1%, WRN helicase inh -5% and PLK1 PBD inh -5%.
Screening Cc1cc(C)c(S(=O)(=O)N2CCCCC2C(=O)O)c(C)c1 (configuration not stated) returned DRD3 antagonist -8, IL-2 act 0.2, PI5P4Ka inh -1, D3 ag -4, HEK293 tox -2%, GLP1R inv ag 5%, GLP-1R agonist 3%, WRN helicase inh -1% and PLK1 PBD inh -3%.
For O=C(CCc1c[nH]c2ccccc12)OCc1ccc(Br)cc1 the results were DRD3 antagonist 13, IL-2 act -3.9, PI5P4Ka inh 22, D3 ag 4, HEK293 tox -4%, GLP1R inv ag -30%, GLP-1R agonist 1%, WRN helicase inh -22% and PLK1 PBD inh -1%.
For CN(C)S(=O)(=O)c1ccc(Cl)c(NC(=O)COC(=O)CNS(=O)(=O)c2c(F)cccc2F)c1 the results were DRD3 antagonist 10, IL-2 act -0.3, PI5P4Ka inh -1, D3 ag 0, HEK293 tox 5%, GLP1R inv ag 12%, GLP-1R agonist -2%, WRN helicase inh -4% and PLK1 PBD inh 0%.

A stretch taken from the entries so far, for reference:
COc1ccc(C)cc1NC(=O)c1cccc(-c2ccc(OC(C)=O)cc2)c1 was read as DRD3 antagonist -1, IL-2 act -4.4, PI5P4Ka inh -3, D3 ag -13, HEK293 tox 22%, GLP1R inv ag inconclusive, GLP-1R agonist 14%, WRN helicase inh -7% and PLK1 PBD inh -9%.
CCOc1ncccc1C(=O)OCC(=O)Nc1ccc(C)c(S(=O)(=O)N2CCOCC2)c1 was read as DRD3 antagonist 19, IL-2 act -0.2, PI5P4Ka inh 10, D3 ag 3, HEK293 tox -4%, GLP1R inv ag 41%[activator], GLP-1R agonist 21%, WRN helicase inh -1% and PLK1 PBD inh 5%.

Other compounds follow:
Screening Cc1cc(=O)oc2cc(OC(C)C(=O)NCC3CCCO3)ccc12 (configuration not stated) returned DRD3 antagonist 0, IL-2 act 0.0, PI5P4Ka inh 2, D3 ag 0, HEK293 tox 9%[7.66 µM], GLP1R inv ag 5%[7.66 µM], GLP-1R agonist 0%, WRN helicase inh 8% and PLK1 PBD inh -5%.
For COc1ccc(NS(=O)(=O)c2cccc(C(=O)N/N=C/c3cn(-c4ccccc4)nc3-c3ccccc3)c2)cc1 the results were DRD3 antagonist -9, IL-2 act -0.7, PI5P4Ka inh -1, D3 ag 4, HEK293 tox 3%, GLP1R inv ag 14%, GLP-1R agonist 3%, WRN helicase inh 4% and PLK1 PBD inh -18%.
Screening O=C(NCc1ccccc1)C(=O)NCC1OCCN1S(=O)(=O)c1cccs1 (configuration not stated) returned DRD3 antagonist 15, IL-2 act -1.1, PI5P4Ka inh -14, D3 ag 0, HEK293 tox 4%, GLP1R inv ag 19%, GLP-1R agonist 25%, WRN helicase inh -7% and PLK1 PBD inh 2%.
O=C(Nc1ccccc1)Nc1ccccc1C(=O)NCC1CC1 was read as DRD3 antagonist -12, IL-2 act 1.6, PI5P4Ka inh 6, D3 ag -11, HEK293 tox 3%, GLP1R inv ag 18%, GLP-1R agonist -2%, WRN helicase inh 4% and PLK1 PBD inh 2%.
`BrC(/C=N/Nc1nc(N2CCOCC2)nc(N2CCOCC2)n1)=C/c1ccccc1` gave DRD3 antagonist inconclusive, IL-2 act -0.5, PI5P4Ka inh -1, D3 ag 0, HEK293 tox -2%, GLP1R inv ag inconclusive, GLP-1R agonist 11%, WRN helicase inh -11% and PLK1 PBD inh -5%.
`CNC(=O)COc1ccc(S(=O)(=O)Nc2ccc(C)cc2)cc1` gave DRD3 antagonist 0, IL-2 act 0.1, PI5P4Ka inh 1, D3 ag -3, HEK293 tox 3%, GLP1R inv ag 5%, GLP-1R agonist -2%, WRN helicase inh -2% and PLK1 PBD inh -7%.
For O=C(COC(=O)c1ccccc1C(=O)c1ccc(Cl)c([N+](=O)[O-])c1)NC1CC1 the results were DRD3 antagonist -66*, IL-2 act -4.9, PI5P4Ka inh 2, D3 ag -18, HEK293 tox inconclusive, GLP1R inv ag inconclusive, GLP-1R agonist -6%, WRN helicase inh -17% and PLK1 PBD inh -12%.
For CCOc1ccccc1NC(=O)CN(c1ccc(OC)c(OC)c1)S(=O)(=O)c1ccc(C)cc1 the results were DRD3 antagonist 39, IL-2 act -2.6, PI5P4Ka inh 1, D3 ag 3, HEK293 tox -16%, GLP1R inv ag -6%, GLP-1R agonist -8%, WRN helicase inh 4% and PLK1 PBD inh 1%.
For Cc1cc(NC(=O)CCC(=O)N(c2cccc(F)c2)C(C(=O)NC2CCCC2)c2ccc(C)o2)no1 (configuration not stated) the results were DRD3 antagonist -24, IL-2 act -1.6, PI5P4Ka inh 3, D3 ag -22, HEK293 tox -8%, GLP1R inv ag -30%, GLP-1R agonist 1%, WRN helicase inh 2% and PLK1 PBD inh -11%.
For COc1ccc2nc(NC(=O)C3CCN(S(=O)(=O)c4cccs4)CC3)sc2c1 the results were DRD3 antagonist 35, IL-2 act -1.2, D3 ag -2, HEK293 tox -1%, GLP1R inv ag inconclusive, GLP-1R agonist -8%, WRN helicase inh -12% and PLK1 PBD inh -6%.

Assay outcomes (PubChem BioAssay)
